# Tb PYK inh: blocks Trypanosoma brucei pyruvate kinase; Potency, µM (titrated, usually from 76.8 µM), for inactives: top-dose activity, negative = inhibition, actives largely listed as inhibitors; TbPYK enzyme, Kinase-Glo Plus ATP luminescence, 45 min; actives 0.12% (n = 410,000); Q57TT1; active = well fitted inhibition curve with a large enough effect; also: nearly all actives have a fitted effect of over 50% in size
#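 Glycolytic pyruvate kinase of T. brucei was incubated with substrate, test compound and 130 uM ADP for 45 minutes at room temperature. Luminescent Kinase-Glo Plus signal was measured after 10 minutes.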
# * hit, by the source's call. % is scaled to controls: 0 for no effect and ±100 for the full control effect; potency is read from the fitted curve at half-maximal effect.
# Start of the data: the first three entries, ahead of the listing:
SMILES,Tb PYK inh
O=C(C1CCCN(S(=O)(=O)c2cccs2)C1)N1CCN(c2cccc(Cl)c2)CC1 (stereo not drawn),5.4%
CC(NC(=O)COc1ccccc1)C1COc2ccccc2O1 (stereo not drawn),-15.8%
CC(=O)Oc1ccc(Cn2c(C)c(C(=O)NCCC#N)sc2=O)cc1,2.0%

# The whole of this part, repeating the preview:
SMILES,Tb PYK inh
O=C(C1CCCN(S(=O)(=O)c2cccs2)C1)N1CCN(c2cccc(Cl)c2)CC1 (stereo not drawn),5.4%
CC(NC(=O)COc1ccccc1)C1COc2ccccc2O1 (stereo not drawn),-15.8%
CC(=O)Oc1ccc(Cn2c(C)c(C(=O)NCCC#N)sc2=O)cc1,2.0%
CC(C)(C)c1ccc(C(=O)Nc2cc(-c3ccccc3)nn2-c2ccccc2)cc1,-1.4%
COCCCNC(=O)c1oc2c(c1C)-c1nn(Cc3ccccc3Cl)cc1CC2,7.2%
O=C(Nc1cccc(C(=O)OCc2cc(=O)n3c4c(sc3n2)CCCC4)c1)c1ccc(Cl)cc1,-2.9%
Cc1cc(=O)[nH]c2nnc(SCc3ccc(Cl)cc3)n12,-2.8%
Cc1c(Cl)cccc1NC(=O)CC(c1ccc(F)cc1)N1Cc2ccccc2C1=O (stereo not drawn),4.7%
C[C@H]1CCCCO[C@H](CN(C)CC2CCCCC2)[C@@H](C)CN([C@@H](C)CO)C(=O)c2cc(NS(=O)(=O)c3ccccc3)ccc2O1,9.4%
COCCNC(=O)C1(C)CCN(C(=O)c2cc(C)n(C(C)(C)C)n2)C1 (stereo not drawn),6.4%
COc1cc(C2CC(=O)N(c3ccccc3)C3=C2C(=O)OC3)cc(OC)c1OC (stereo not drawn),0.1%
CCC(c1nc2ccccc2[nH]1)N(C(=O)C1=NNC(=O)CC1)c1ccccc1 (stereo not drawn),-3.0%
COc1ccc(C(=O)Nc2cccc(OCc3cc(=O)n4c5c(sc4n3)CCCC5)c2)cc1,-1.8%
COCCNC(=O)C1(C)Cc2c(-c3ccc4c(c3)OCO4)ccnc2O1 (stereo not drawn),-10.4%
Cc1ccc(N(Cc2cc3ccccc3[nH]c2=O)C(=O)c2cccc(Cl)c2)cc1,-6.1%
CC1(C)C(=O)Nc2ccccc2N1C(=O)COC(=O)CNS(=O)(=O)c1ccc(Br)cc1Cl,-12.9%
CCCCCC(=O)N1C[C@@H](n2cc(-c3ccc(F)cc3)nn2)[C@H](O)C[C@@H]1c1ccc(C)cc1,1.2%
CCCCC12CN3CC(C)(CN(C1)C3c1ccc(OCc3ccccc3)cc1)C2=O (stereo not drawn),4.0%
CCOc1ccccc1NC(=O)c1nn(-c2ccc(OC)cc2)c(=O)c2c1c1ccccc1n2C,1.5%
N#Cc1ncccc1CCc1cccc(Cl)c1,-2.2%
Cc1ccc(CC2(C)C(=O)Nc3c(Cl)cccc32)cc1 (stereo not drawn),0.9%
CCOc1ccc(NC(=O)c2cc(S(=O)(=O)NC3CCCC3)ccc2F)cc1,4.8%
CCC(=O)N1CCCC(C)(C(=O)Nc2nccc3cccnc23)C1 (stereo not drawn),2.0%
CCCN(CC(=O)Nc1ccc(F)c(F)c1F)C(=O)Cc1ccc(OC)c(S(=O)(=O)N2CCOCC2)c1,-5.9%
CC1CCN(c2nc3c(-c4cccc(Br)c4)nnn3c3ccccc23)CC1,-0.5%

# Three records drawn at random from the list so far, as already listed:
SMILES,Tb PYK inh
CCCN(CC(=O)Nc1ccc(F)c(F)c1F)C(=O)Cc1ccc(OC)c(S(=O)(=O)N2CCOCC2)c1,-5.9%
Cc1ccc(CC2(C)C(=O)Nc3c(Cl)cccc32)cc1 (stereo not drawn),0.9%
Cc1cc(=O)[nH]c2nnc(SCc3ccc(Cl)cc3)n12,-2.8%

# (next part)
SMILES,Tb PYK inh
COc1ccccc1C(=O)NCCC(=O)NCCOc1ccc(C)cc1,-11.8%
COC(=O)[C@@]1(Cc2ccc(OC)cc2)[C@H]2c3cc(C(=O)N(C)C)n(Cc4c(CO)[nH]cc(C)c4=O)c3C[C@H]2CN1C(=O)c1ccccc1,-11.1%
CCCNc1nc(NCc2ccccc2OC)c2cnn(C)c2n1,6.1%
Cc1ccc2c(c1)cc1c(=O)n(Cc3cccc(Cl)c3)nc(C)n12,-2.6%
Cc1ccc(N2CCN(C(=O)c3c(C)oc4ncn(C)c(=O)c34)CC2)c(C)c1,6.8%
CCN1C(=O)[C@H]2[C@@H](c3ccc(OC)cc3)N[C@]3(CCCN(Cc4ccc(C)cc4)C3=O)[C@H]2C1=O,8.3%
Cc1cccc(NC(=O)Cn2nnc(-c3nc(-c4ccncc4)no3)c2N)c1,5.0%
O=C(Cc1ccccc1F)Nc1cccc(S(=O)(=O)N2CCCCC2)c1,6.8%
Cc1ccc(C2c3[nH]c4ccccc4c3CCN2C(=O)Nc2ccc(C)c(C)c2)cc1 (stereo not drawn),4.2%
CCOC(=O)c1sc2nc(C)n(CC(=O)Nc3cccc(Cl)c3)c(=O)c2c1C,1.9%
COc1ccc(CNC(=O)CN2C(=O)NC(c3ccccc3)(c3ccccc3)C2=O)cc1OC,-3.2%
Cn1cccc1-c1cc2n(n1)CCC(=O)N2CC(=O)Nc1ccc(F)cc1Cl,-5.0%
O=C(Oc1cccc2c(O)cccc12)c1ccco1,0.4%
O=C(Cc1ccc(NC(=O)C2CCCN(C(=O)C3CCCC3)C2)cc1)Nc1cccc(C(=O)N2CCCCC2)c1 (stereo not drawn),1.2%
CNC(=O)c1sc(N2N=C3/C(=C\c4ccccc4)CCCC3C2c2ccccc2)nc1C (stereo not drawn),-4.5%
CCOC(=O)N(C)c1c(CC)nc2c(OCc3ccc(Cl)cc3)cccn12,-0.7%
Cc1ccc(Cl)cc1N1CCN(Cc2nnc(-c3ccc4c(c3)OCO4)o2)CC1,-9.4%
O=C(NCc1ccco1)c1c[nH]c2ccc(S(=O)(=O)Nc3ccc(F)cc3F)cc2c1=O,-2.1%
Cc1ccc(C(CC(=O)Nc2cc(C)cc(C)c2)N2Cc3ccccc3C2=O)cc1 (stereo not drawn),0.6%
COc1cc(Cl)c(C)cc1NC(=O)Cn1ncc2c([nH]c3ccccc32)c1=O,2.8%
Cn1nc(C(=O)NCc2ccccc2)c2c1-c1ccccc1SC2,-2.4%
OCCN1CCN(c2cc(-c3ccc4ccccc4c3)nc3ccnn23)CC1,8.0%
CC1=C(C(=O)N(C)C)CC(CC(=O)NCCCN(C)C)C(=O)N1Cc1ccccc1 (stereo not drawn),-2.8%
O=C(COc1ccccc1F)Nc1ccc(OCc2cc(=O)n3ccccc3n2)cc1,5.7%
COc1cc(/C=C/C(=O)Nc2ccc(S(=O)(=O)Nc3ncccn3)cc2)ccc1OCC#N,0.0%

# Among those listed so far, 2 contain bromine.
SMILES,Tb PYK inh
CC1(C)C(=O)Nc2ccccc2N1C(=O)COC(=O)CNS(=O)(=O)c1ccc(Br)cc1Cl,-12.9%
CC1CCN(c2nc3c(-c4cccc(Br)c4)nnn3c3ccccc23)CC1,-0.5%

# Next part:
SMILES,Tb PYK inh
CCOc1ccccc1NC(=O)CSC1=Nc2ccccc2C2=NC(CC(=O)NC3CCCCC3)C(=O)N12 (stereo not drawn),-7.9%
COc1ccc(Cl)cc1C(=O)NCCS(=O)(=O)N1CCN(c2ccccc2OC)CC1,1.5%
O=C1CC=C2C3CC4N(CCC45c4cc(O)c(O)cc4N1C25)CC3=CCBr (stereo not drawn),2.82µM*
CCOC(=O)C1CCN(C(=O)Cn2ncc3c4ccccc4n(C)c3c2=O)CC1,-4.3%
O=c1oc2ccccc2n1CCCOc1ccccc1Cl,1.5%
CCSc1ncc(Cl)c(C(=O)Nc2nc3ccc(Cl)cc3s2)n1,-11.8%
COc1ccccc1-c1coc2c(CN3CCN(CCO)CC3)c(O)ccc2c1=O,0.5%
Cc1cccc(-n2cc(-c3ccccc3)c3c(NC4CCCC4)ncnc32)c1,-3.2%
COc1ccc(NC(=O)COC(=O)c2ccc(S(=O)(=O)N(C)c3ccccc3OC)cc2)cc1,2.9%
O=C(O)c1ccc(C=NNC(=O)c2cccc3ccccc23)cc1,3.5%
COc1cccc(-c2nnc(-c3cc4cc(Cl)ccc4oc3=O)o2)c1,-1.7%
Cc1ccc(N2CCn3c2nc2c3c(=O)n(CCCc3ccccc3)c(=O)n2C)cc1C,-1.9%
Cc1ccc2nc(Cl)c3cc(C(=O)N(C)C4CCCCC4)sc3c2c1,-0.5%
CC(C)N(C(=O)Cn1cc(S(=O)(=O)CC(=O)NCCc2ccccc2)c2ccccc21)C(C)C,-7.6%
O=C(CN1C(=O)c2ccccc2C1=O)NCC(=O)Nc1ccccc1,3.1%
COc1ccc(-c2noc(CSc3nnc(-c4ccncc4)n3-c3ccc(OC)cc3)n2)cc1,3.6%
O=C(NCCSCc1ccccc1Cl)C1CCN(S(=O)(=O)Cc2ccccc2)CC1,-9.7%
O=C(CSc1nnc2scc(-c3ccccc3)n12)Nc1nsc(-c2ccc(Cl)cc2)n1,0.0%
COc1ccc(-c2noc(-c3ccc(NC4CCCCC4)c([N+](=O)[O-])c3)n2)cc1,0.4%
S=C(NCCc1ccccc1)N1Cc2cc(-c3ccccc3)ccc2-n2nncc2C1,-0.1%
COCCCNC(=O)c1ccc2nc([C@@H]3O[C@H](CO)[C@H](O)[C@H](O)[C@H]3O)[nH]c2c1,-0.5%
CCc1ccc(NC(=O)CSc2nc3ccccc3c(=O)n2CCC(=O)NC2CCCCC2)cc1,3.0%
CCc1ccccc1NC(=O)Cn1nnc(C(=O)OC)c1C(=O)OC,-0.9%
CCc1cccc(NC(=O)CCc2nc3cccnc3n2Cc2ccc(OC)cc2)c1,-1.8%
Cc1cc2oc(C(=O)Nc3cccc(-c4nc5ccccc5o4)c3)c(C)c2cc1Cl,2.6%

# Not a retest: entries from further up.
SMILES,Tb PYK inh
CCOc1ccccc1NC(=O)CSC1=Nc2ccccc2C2=NC(CC(=O)NC3CCCCC3)C(=O)N12 (stereo not drawn),-7.9%
COc1ccc(Cl)cc1C(=O)NCCS(=O)(=O)N1CCN(c2ccccc2OC)CC1,1.5%

# Next part:
SMILES,Tb PYK inh
CCN(CC)S(=O)(=O)c1ccc(S(=O)(=O)N(CC(=O)Nc2ccccc2)CC2CCCO2)cc1 (stereo not drawn),7.0%
CCCCc1c(-c2ccc(F)cc2)ncn1CCc1ccccc1OC,6.9%
Cc1cccc(C)c1-n1nnnc1C1(C)CCC(=O)N1CCCN1CCOCC1 (stereo not drawn),-3.7%
CC(C)C(Cl)=NOC(=O)Nc1ccc(S(N)(=O)=O)cc1,-16.8%
Cc1ccc(NC(=O)Cn2c(=O)n(Cc3nc(-c4ccccc4)no3)c(=O)c3cc4c(cc32)OCO4)cc1F,1.6%
COc1cc(OC)c(OC)cc1/C=C/c1nc2cc3ccccc3cc2c(=O)n1-c1ccc(F)c(Cl)c1,-1.5%
Cc1ccc(C)c(N2CCN(C(=O)c3ccc4c(Cl)c5c(nc4c3)CCCC5)CC2)c1,-9.6%
Cn1c(=O)c(-c2ccc(F)cc2)nc2cncnc21,-0.3%
COCCNC(=O)C1(C)CCCN(C(=O)c2cc(F)ccc2C)C1 (stereo not drawn),-1.3%
COc1ccccc1C(=O)N(Cc1ccco1)Cc1ccccc1F,0.9%
COc1ccccc1N1CCN(C(=O)c2cnc(N3CCOCC3)c3ccccc23)CC1,-0.4%
CCCS(=O)(=O)NC(=O)C1(C)CCCN(C(=O)c2ccc3c(c2)OCO3)C1 (stereo not drawn),-2.1%
O=C(NCc1ccccc1)c1ccc(NC(=O)C2CC2)cc1,-8.4%
O=C(/C=C\c1ccc2c(c1)OCO2)NC1CC(=O)N(c2cccc(F)c2)C1 (stereo not drawn),0.5%
CCc1ccccc1Nc1nn2c(=O)c3ccc(C(=O)NC4CCC(C)CC4)cc3nc2s1 (stereo not drawn),-2.0%
C1=C[C@H]2CCCN3CC[C@@H]([C@@H]2[C@]32CO2)[C@H]1CCOCc1ccccc1,-2.0%
Cc1cccnc1C(NC(=O)C1CCN(Cc2ccc(Oc3ccccc3)cc2)CC1)c1ccccc1 (stereo not drawn),2.3%
O=C(CCN1CCCCO1)NC1CCCc2c1cnn2-c1ccc(F)cc1F (stereo not drawn),-8.0%
C=CCOC(=O)COc1ccc2c3c(c(=O)oc2c1)CCCC3,-1.4%
COc1ccc(CNC(=O)CSc2n[nH]c(-c3ccc(F)cc3)n2)cc1,3.7%
O=C(NCCSc1c(-c2ccccc2)[nH]c2ccccc12)c1ccc(S(=O)(=O)N2CCOCC2)cc1,-6.0%
Nc1nc(N)c(Br)c(Nc2ccc(Cl)c(Cl)c2)n1,-1.1%
COc1cc(C2CC(=O)Nc3c2c(C)nn3-c2nc(C)cc(C)n2)cc(OC)c1O (stereo not drawn),3.6%
COc1ccc(CNC(=O)COC(=O)c2c(NC(C)=O)sc(C)c2C)cc1OC,-3.5%
COc1cc2c(cc1NC(=O)C(F)(F)F)-c1ccc(NC(=O)C(F)(F)F)cc1C2,-2.3%
# Continued:
SMILES,Tb PYK inh
CCOc1ccc(NC(=O)Cn2cc(S(=O)(=O)c3ccc(C)cc3)c(=O)c3cc(F)ccc32)cc1,3.7%
COc1ccccc1CN1CCCC2(CCN(C(=O)c3cccc(F)c3)CC2)C1,12.8%
Cc1nn(C(=O)c2ccccc2)c(C)c1S(=O)(=O)N1CCCCCC1,4.5%
CC(=O)c1cc(C(=O)Nc2cccc(C)c2)c2ccccn12,0.7%
ON=C1CCCC2CCCCC12 (stereo not drawn),-3.1%
CCOC(=O)[C@]12CCC=C1N(Cc1ccc3c(c1)OCO3)C(=O)[C@H](CC(=O)NCc1cccs1)C2,-0.9%
O=c1[nH]c(/C=C/c2cccc(Br)c2)nc2ccccc12,4.2%
Cc1cccc(C(O)C(O)c2cccc(C)n2)n1 (stereo not drawn),-3.7%
C[C@@H](NC(=O)[C@@H]1CCCN1C(=O)OC(C)(C)C)c1ccccc1,-4.8%
CC1CCC(N(C)C(=O)CN2C(=O)NC(c3ccccc3)(c3ccccc3)C2=O)CC1 (stereo not drawn),-0.3%
CC(Sc1nnc(CN2CCCC2)n1Cc1ccccc1)C(=O)Nc1ccc(F)cc1Cl (stereo not drawn),2.5%
Cc1ccc(NC(=O)C2CCC(CNS(=O)(=O)c3cccs3)CC2)cc1C (stereo not drawn),0.5%

# Screening results as filed in PubChem.

# This is a subset; count on the stated rates, not on these rows.
